A3G deaminase: APOBEC3G DNA deaminase inhibitors, primary screen, biochemical, fluorescence, single-stranded DNA substrate, uHTS. actives 0.28% (n = 330,000). AID 493012, 2011. recombinant A3G, ssDNA deamination FAM/TAMRA fluorescence. inhibition, % at 20 µM;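 active = inhibition of at least 40% at 20 µM, with no more than 30% in the related APOBEC3A deaminase screen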;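 also: plate controls were DMSO wells with A3G for no effect and wells lacking A3G enzyme for full effect; some compounds called inactive have numbers as strong as hits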
Target sequence (Q9HC16 whole entry, looked up): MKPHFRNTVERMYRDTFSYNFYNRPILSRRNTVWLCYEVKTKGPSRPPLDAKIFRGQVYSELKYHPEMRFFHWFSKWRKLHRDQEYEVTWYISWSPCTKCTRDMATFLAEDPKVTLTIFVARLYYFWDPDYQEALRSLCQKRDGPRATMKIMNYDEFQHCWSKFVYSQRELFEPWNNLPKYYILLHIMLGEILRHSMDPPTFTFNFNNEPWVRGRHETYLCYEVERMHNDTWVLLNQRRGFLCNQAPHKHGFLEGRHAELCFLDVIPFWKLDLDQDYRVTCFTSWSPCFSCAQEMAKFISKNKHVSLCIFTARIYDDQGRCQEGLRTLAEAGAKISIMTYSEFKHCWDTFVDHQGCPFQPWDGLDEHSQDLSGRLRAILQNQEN
Gli-Sufu block: Gli-Sufu pathway antagonists, primary screen, luciferase luminescence, Sufu-KO-LIGHT cells, uHTS | Sufu-KO-LIGHT fibroblasts, Gli luciferase reporter luminescence | inhibition, % at 5 µM | actives 0.74% (n = 340,000) | AID 588413, 2011;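 active = inhibition above about 55%, limit read from the data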;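 also: 0% = DMSO-treated cells and 100% = wells with medium but no cells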
CCR6 antag: CCR6 receptor antagonists, primary screen, cell-based, CHO-K1, luminescence, beta-arrestin, uHTS | C-C chemokine receptor type 6 (Homo sapiens), P51684 | CHO-K1 CCR6 PathHunter beta-arrestin, CCL20-stimulated | actives 0.49% (n = 340,000) | inhibition, % at 20 µM;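 active = compounds whose inhibition of the agonist-driven luminescence signal at 20 µM reaches about 50%, limit read from the data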;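 also: cells stimulated with CCL20 at 14 nM final; plate controls were DMSO with CCL20 for no effect and DMSO without agonist for full effect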
CXCR6 inh: CXCR6 receptor inhibitors, primary screen, cell-based, beta-arrestin, luminescence, CHO-K1 PathHunter, 1536-well; C-X-C chemokine receptor type 6 (Homo sapiens), O00574; inhibition, % at 20 µM; actives 0.36% (n = 360,000); AID 602244, 2012; in the data active = inhibition above about 34%, passing the limit was not always enough;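 also: antagonist mode with CXCL16 agonist at 10 nM final; 0% = 10 nM CXCL16 with DMSO and 100% = unstimulated wells without agonist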
GRIN3A LBD mod: binders of NR3A ligand-binding domain, primary screen, biophysical, differential scanning fluorimetry, uHTS | Glutamate receptor ionotropic, NMDA 3A (GRIN3A) ligand-binding domain | NR3A LBD differential scanning fluorimetry, Tm shift; 0% = protein alone, 100% = glycine-bound protein | Tm shift relative to glycine control, % at 25 µM | actives 2.5% (n = 340,000);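 active = melting temperature shift of at least 10% of the positive control shift, at one fixed dose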
MPTP block: mitochondrial permeability transition pore inhibitors, primary screen, biochemical, isolated mouse mitochondria, absorbance; Ca2+ swelling absorbance, 30 min; inhibition, % at 10 µM; actives 1.4% (n = 360,000); AID 602449, 2012;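 active = inhibition of 50% or more, scaled per plate between neutral and stimulator controls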;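 also: 0% = DMSO wells given calcium and 100% = 1 mM EGTA wells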
A3A deaminase: APOBEC3A ssDNA deaminase inhibitors, primary screen, selectivity assay for APOBEC3G inhibitor project, biochemical, FAM/TAMRA oligo cleavage fluorescence; DNA dC->dU-editing enzyme APOBEC-3A (Homo sapiens), P31941; recombinant A3A, FAM/TAMRA ssDNA deamination fluorescence; inhibition, % at 20 µM; actives 0.41% (n = 330,000); AID 493011, 2011;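 active = at least 40% inhibition at 20 µM here, with at most 30% in a related deaminase screen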;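 also: plate controls were A3A with DMSO for no effect and wells lacking A3A enzyme for full effect; some results filed as inactive read as strong as hits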
Target sequence (P31941 whole entry, looked up): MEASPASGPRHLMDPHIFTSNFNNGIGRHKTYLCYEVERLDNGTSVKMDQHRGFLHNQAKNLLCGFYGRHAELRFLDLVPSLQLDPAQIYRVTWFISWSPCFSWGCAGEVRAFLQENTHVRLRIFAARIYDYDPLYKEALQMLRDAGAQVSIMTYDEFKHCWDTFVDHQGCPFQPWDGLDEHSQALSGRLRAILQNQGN
EBI2 block: EBI2 receptor antagonists, beta-arrestin recruitment, primary screen, cell-based, luminescence, 7a,25-OHC stimulation, uHTS | actives 0.81% (n = 360,000) | G-protein coupled receptor 183 (Homo sapiens), P32249 | inhibition, % at 5 µM | AID 651636, 2012 | 7a,25-OHC stimulated; in the data active = inhibition above about 38%;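 also: enzyme fragment complementation signal reports receptor beta-arrestin coupling in cells; 0% = agonist plus DMSO wells and 100% = wells without agonist; some results beyond the cut were filed as inactive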
Target sequence (P32249 whole entry, looked up, the tested form may be a part): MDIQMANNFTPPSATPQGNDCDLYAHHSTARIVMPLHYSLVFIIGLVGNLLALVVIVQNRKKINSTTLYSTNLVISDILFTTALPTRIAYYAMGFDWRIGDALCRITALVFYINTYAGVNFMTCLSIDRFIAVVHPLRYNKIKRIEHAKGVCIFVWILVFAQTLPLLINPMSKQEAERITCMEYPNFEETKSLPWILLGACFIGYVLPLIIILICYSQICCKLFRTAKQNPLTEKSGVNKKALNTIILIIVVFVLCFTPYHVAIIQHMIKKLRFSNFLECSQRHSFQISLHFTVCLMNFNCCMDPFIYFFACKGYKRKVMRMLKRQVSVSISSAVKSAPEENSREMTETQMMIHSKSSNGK
Active calls of the source: *.

CC(=O)Nc1ccc(N)cc1 was read as A3G deaminase -9, Gli-Sufu block -18, CCR6 antag -14, CXCR6 inh -3, GRIN3A LBD mod -1, MPTP block -0.3, A3A deaminase -1 and EBI2 block -3.
Cc1cccc(-n2ncc3c(NCCc4ccc(S(N)(=O)=O)cc4)ncnc32)c1 was read as A3G deaminase -1, Gli-Sufu block 5, CCR6 antag 0, CXCR6 inh -4, GRIN3A LBD mod -9, MPTP block 0.3, A3A deaminase -3 and EBI2 block 8.
For C[C@H]1CCC(=O)N([C@H](CN=[N+]=[N-])Cc2ccccc2)CC1 the results were A3G deaminase -4, Gli-Sufu block -1, CCR6 antag 2, CXCR6 inh 8, GRIN3A LBD mod 0, MPTP block 0.6, A3A deaminase -1 and EBI2 block 0.
For CCOc1ccc(-c2nnn(CC(=O)Nc3cccc(OC)c3)n2)cc1OCC the results were A3G deaminase 6, Gli-Sufu block -3, CCR6 antag 9, CXCR6 inh 0, GRIN3A LBD mod -1, MPTP block 1.7, A3A deaminase 4 and EBI2 block 6.
`CC(=O)Nc1cccc(NC(=O)CSc2nnc3ccc(-c4ccncc4)nn23)c1` gave A3G deaminase -13, Gli-Sufu block -12, CCR6 antag -2, CXCR6 inh -7, GRIN3A LBD mod 2, MPTP block -0.7, A3A deaminase -4 and EBI2 block -4.
CCOc1cc2[nH]c(=S)n(CCC(=O)NCc3ccc(OC)cc3)c(=O)c2cc1OCC was read as A3G deaminase -4, Gli-Sufu block 11, CCR6 antag -4, CXCR6 inh -6, GRIN3A LBD mod 2, MPTP block 3.9, A3A deaminase -2 and EBI2 block 9.
Screening CSCC[C@H](NC(=O)[C@@H]1Cc2ccccc2CN1)C(=O)NC1CCCCC1 returned A3G deaminase 3, Gli-Sufu block 21, CCR6 antag 13, CXCR6 inh -1, GRIN3A LBD mod -3, MPTP block 0.6, A3A deaminase 6 and EBI2 block -4.
For COc1cc(C(=O)Nc2nc(C)cc(C)n2)cc(OC)c1OC the results were A3G deaminase -2, Gli-Sufu block 9, CCR6 antag 11, CXCR6 inh -13, GRIN3A LBD mod -1, MPTP block -0.1, A3A deaminase 1 and EBI2 block -4.
`CCOc1ccc(/C=N/Nc2ccc(C(F)(F)F)cc2[N+](=O)[O-])cc1O` gave A3G deaminase 3, Gli-Sufu block -2, CCR6 antag 9, CXCR6 inh -11, GRIN3A LBD mod -1, MPTP block 3.9, A3A deaminase 4 and EBI2 block 20.
O=C(CSc1ccccc1C(=O)O)c1ccc(Cl)cc1 was read as A3G deaminase -9, Gli-Sufu block -31, CCR6 antag 4, CXCR6 inh 6, GRIN3A LBD mod 1, MPTP block -0.6, A3A deaminase -4 and EBI2 block -1.
Screening COC(=O)C1CSC(C(=O)OC)N1C(=O)Nc1ccc(Cl)c(Cl)c1 (centres undefined) returned A3G deaminase -8, Gli-Sufu block 3, CCR6 antag -9, CXCR6 inh 8, GRIN3A LBD mod -6, MPTP block -0.1, A3A deaminase -2 and EBI2 block 0.
C=CCn1cc(/C=N/N2C(=O)C3C4C=CC(C4)C3C2=O)c2ccccc21 (centres undefined) was read as A3G deaminase -5, Gli-Sufu block -6, CCR6 antag -3, CXCR6 inh -10, GRIN3A LBD mod -1, MPTP block 0.7, A3A deaminase 0 and EBI2 block 6.
For C(=N\Nc1nc(N2CCCC2)nc(N2CCCC2)n1)/c1ccccc1OCc1ccccc1 the results were A3G deaminase -2, Gli-Sufu block -11, CCR6 antag 6, CXCR6 inh 2, GRIN3A LBD mod 1, MPTP block 1.2, A3A deaminase 0 and EBI2 block -17.
N#C/C(=C/c1ccc(-c2ccc(Br)cc2)o1)C(=O)NC1CCCCC1 was read as A3G deaminase -5, Gli-Sufu block 0, CCR6 antag 10, CXCR6 inh 12, GRIN3A LBD mod -12, MPTP block 4.5, A3A deaminase -3 and EBI2 block 26.
Cc1ccccc1C(=O)NC1CCN(CC(=O)Nc2ccccc2)CC1 was read as A3G deaminase 2, Gli-Sufu block 9, CCR6 antag 9, CXCR6 inh -26, GRIN3A LBD mod 2, MPTP block 0.4, A3A deaminase 2 and EBI2 block 2.
For O=C(Nc1ccc(F)cc1)c1cccnc1 the results were A3G deaminase -1, Gli-Sufu block -7, CCR6 antag 9, CXCR6 inh -2, GRIN3A LBD mod 3, MPTP block 0.2, A3A deaminase -1 and EBI2 block -8.
Cc1ccc2c(CN3CCN(S(=O)(=O)c4ccc5c(c4)OCCO5)CC3)cc(=O)oc2c1C was read as A3G deaminase 1, Gli-Sufu block 13, CCR6 antag 2, CXCR6 inh 8, GRIN3A LBD mod 0, MPTP block 0.6, A3A deaminase 4 and EBI2 block 1.
Screening COc1cccc(NC(=O)C2CCC2)c1 returned A3G deaminase -12, Gli-Sufu block 2, CCR6 antag 4, CXCR6 inh 5, GRIN3A LBD mod -2, MPTP block -0.1, A3A deaminase -5 and EBI2 block -12.
`COc1ccc2[nH]c(=O)c(CN(C(=O)COc3ccccc3)C(C)C)cc2c1` gave A3G deaminase -2, Gli-Sufu block 4, CCR6 antag 38, CXCR6 inh 0, GRIN3A LBD mod 0, MPTP block -1.3, A3A deaminase 0 and EBI2 block 2.
For Cc1nn(C)c(Oc2ccccc2)c1CCNS(=O)(=O)c1ccc(F)cc1 the results were A3G deaminase -1, Gli-Sufu block 7, CCR6 antag 10, CXCR6 inh 1, GRIN3A LBD mod -2, MPTP block 5.0, A3A deaminase -3 and EBI2 block 21.
CC1CN(S(=O)(=O)c2cccc(C(=O)OC/C(O)=C(\C#N)c3nc4ccccc4[nH]3)c2)CC(C)O1 (centres undefined) was read as A3G deaminase -7, Gli-Sufu block 8, CCR6 antag 1, CXCR6 inh -3, GRIN3A LBD mod -4, MPTP block 2.6, A3A deaminase 1 and EBI2 block 9.
O=C(Nc1ccccc1)N1CCN(CCc2ccccc2)CC1 was read as A3G deaminase -1, Gli-Sufu block -13, CCR6 antag -5, CXCR6 inh 4, GRIN3A LBD mod -2, MPTP block 1.6, A3A deaminase 3 and EBI2 block 9.
`COC(=O)c1cccc(C(=O)N2CCC(CCC(=O)NCc3ccc(F)cc3)CC2)c1` gave A3G deaminase -3, Gli-Sufu block -4, CCR6 antag 7, CXCR6 inh -1, GRIN3A LBD mod 2, MPTP block -1.8, A3A deaminase -3 and EBI2 block 7.
`CCOc1ccc(-c2ccc(/C=C3/C(=N)N4C(C)=CSC4=NC3=O)o2)c([N+](=O)[O-])c1` gave A3G deaminase -7, Gli-Sufu block -2, CCR6 antag 30, CXCR6 inh 0, GRIN3A LBD mod 3, MPTP block 3.9, A3A deaminase 0 and EBI2 block -7.
`Cc1cc(=O)oc2cc(OCC(=O)OCC(=O)Nc3c(C)n(C)n(-c4ccccc4)c3=O)ccc12` gave A3G deaminase -2, Gli-Sufu block 11, CCR6 antag 3, CXCR6 inh 3, GRIN3A LBD mod -3, MPTP block -1.5, A3A deaminase 0 and EBI2 block -6.
For COC(=O)C1(CCSC)NC(c2ccccc2F)C2C(=O)N(c3ccc4c(c3)OCCO4)C(=O)C21 (centres undefined) the results were A3G deaminase -7, Gli-Sufu block -7, CCR6 antag 7, CXCR6 inh 2, GRIN3A LBD mod 0, MPTP block -0.6, A3A deaminase -6 and EBI2 block -1.
Screening COc1ccccc1C(=O)NCC1CCN(c2ccc(S(=O)(=O)N3CCOCC3)cc2)CC1 returned A3G deaminase -7, Gli-Sufu block 10, CCR6 antag 11, CXCR6 inh -2, GRIN3A LBD mod -1, MPTP block 2.0, A3A deaminase -6 and EBI2 block -22.
Screening COc1ccc(-c2csc(N3CCN(S(=O)(=O)c4ccc5c(c4)NC(=O)CO5)CC3)n2)cc1 returned A3G deaminase -4, Gli-Sufu block 0, CCR6 antag -2, CXCR6 inh -7, GRIN3A LBD mod 1, MPTP block 2.4, A3A deaminase 2 and EBI2 block -1.
Screening CCSc1cc(N2CC(C)OC(C)C2)nc(-c2ccccc2Cl)n1 (centres undefined) returned A3G deaminase -1, Gli-Sufu block -1, CCR6 antag -1, CXCR6 inh 6, GRIN3A LBD mod 0, MPTP block 7.3, A3A deaminase -15 and EBI2 block -5.
`COc1ccc(CNC(=O)CC2C[C@H](C(=O)N3CCOCC3)[C@@]3(CCC4CCCC4)c4[nH]c5ccccc5c4CCN3C2=O)cc1OC` (some centres undefined) gave A3G deaminase -6, Gli-Sufu block 7, CCR6 antag 21, CXCR6 inh 4, GRIN3A LBD mod 0, MPTP block -0.3, A3A deaminase -4 and EBI2 block 3.
`Nc1ccc2nc(CN3CCOCC3)[nH]c2c1` gave A3G deaminase 0, Gli-Sufu block -30, CCR6 antag -8, CXCR6 inh -12, GRIN3A LBD mod -1, MPTP block -6.3, A3A deaminase 3 and EBI2 block 7.
Screening ClCC1NCC(c2ccccc2Cl)c2c1[nH]c1ccccc21 (centres undefined) returned A3G deaminase -2, Gli-Sufu block 6, CCR6 antag 12, CXCR6 inh -5, GRIN3A LBD mod -2, MPTP block 3.5, A3A deaminase 0 and EBI2 block 1.
N/C(=N\OC(=O)c1ccc(Cl)cc1[N+](=O)[O-])c1ccccn1 was read as A3G deaminase -3, Gli-Sufu block -36, CCR6 antag -17, CXCR6 inh -20, GRIN3A LBD mod 0, MPTP block 0.4, A3A deaminase -6 and EBI2 block 7.
For CCOC(=O)c1c(C)[nH]c(C)c1S(=O)(=O)NCC1CCN(Cc2cccc(F)c2)CC1 the results were A3G deaminase -6, Gli-Sufu block 13, CCR6 antag 5, CXCR6 inh 4, GRIN3A LBD mod -1, MPTP block 2.3, A3A deaminase -3 and EBI2 block -2.
`O=C(NC1CCCCCC1)c1ccc(Cl)c(S(=O)(=O)N2CCOCC2)c1` gave A3G deaminase -3, Gli-Sufu block -2, CCR6 antag 2, CXCR6 inh -13, GRIN3A LBD mod -3, MPTP block -0.1, A3A deaminase -3 and EBI2 block 3.

5 entries from above, ordered by SMILES length, highest first:
`COc1ccc(CNC(=O)CC2C[C@H](C(=O)N3CCOCC3)[C@@]3(CCC4CCCC4)c4[nH]c5ccccc5c4CCN3C2=O)cc1OC` (some centres undefined) gave A3G deaminase -6, Gli-Sufu block 7, CCR6 antag 21, CXCR6 inh 4, GRIN3A LBD mod 0, MPTP block -0.3, A3A deaminase -4 and EBI2 block 3.
Screening COc1ccc(-c2csc(N3CCN(S(=O)(=O)c4ccc5c(c4)NC(=O)CO5)CC3)n2)cc1 returned A3G deaminase -4, Gli-Sufu block 0, CCR6 antag -2, CXCR6 inh -7, GRIN3A LBD mod 1, MPTP block 2.4, A3A deaminase 2 and EBI2 block -1.
`COC(=O)c1cccc(C(=O)N2CCC(CCC(=O)NCc3ccc(F)cc3)CC2)c1` gave A3G deaminase -3, Gli-Sufu block -4, CCR6 antag 7, CXCR6 inh -1, GRIN3A LBD mod 2, MPTP block -1.8, A3A deaminase -3 and EBI2 block 7.
N/C(=N\OC(=O)c1ccc(Cl)cc1[N+](=O)[O-])c1ccccn1 was read as A3G deaminase -3, Gli-Sufu block -36, CCR6 antag -17, CXCR6 inh -20, GRIN3A LBD mod 0, MPTP block 0.4, A3A deaminase -6 and EBI2 block 7.
Screening CCSc1cc(N2CC(C)OC(C)C2)nc(-c2ccccc2Cl)n1 (centres undefined) returned A3G deaminase -1, Gli-Sufu block -1, CCR6 antag -1, CXCR6 inh 6, GRIN3A LBD mod 0, MPTP block 7.3, A3A deaminase -15 and EBI2 block -5.
